High-throughput results (PubChem BioAssay)
LDHA inh – qHTS assay for inhibitors of human lactate dehydrogenase; purified LDHA, NADH/diaphorase-resazurin fluorescence; hits give low values; activity change, % (values are at about 110 or 230 µM); 0.15% of 480,000 active; L-lactate dehydrogenase A chain (Homo sapiens), P00338; AID 1347041, 2019; in the data active means activity change below about -30%;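 further: plate controls were DMSO wells for no effect and wells without enzyme for full effect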
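LDH5 2 nM; NADH 0.06 mM, pyruvate 0.2 mM; 200 mM Tris pH 7.4, EDTA, Tween-20; 5 min RT. Detection: diaphorase 0.133 mg/mL + resazurin 37 µM, fluorescence ex540/em590 at 0 and 20 min; normalized to enzyme-free and DMSO wells.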
Active calls of the source: *; & = joins results of further samples. A portion of the library (hit frequency here may not be typical).

SMILES	LDHA inh
CC(Oc1ccc2c(-c3ccccc3)cc(=O)oc2c1)c1ccccc1 (centres undefined)	-5.5
Cn1cnc2c1c(=O)n(CC(=O)NCC1(c3ccccc3)CC1)c(=O)n2C	-7.7
Cc1cccc(OCC(=O)Nc2ccc3c(c2)nc(CCn2nc(C)cc2C)n3C)c1	-0.1
COc1cccc(Oc2coc3cc(OCc4ccc(F)cc4)ccc3c2=O)c1	-0.1
N#Cc1ccc(C(=O)NCC(=O)OC(C(=O)Nc2cc(C(F)(F)F)ccc2Cl)c2ccccc2)cc1 (centres undefined)	-0.5
CC(C)(Oc1ccc(Cl)cc1)C(=O)Nc1cc(C(C)(C)C)no1	2.7
CC(C)COc1ccc(C(=O)Nc2cccc3cccnc23)cc1	4.8
CC1(c2nnnn2-c2ccc3c(c2)OCCO3)CCC(=O)N1CCCN1CCOCC1 (centres undefined)	-2.8
CCOC(=O)N1CCN(c2cc(C(=O)O)c3cc(NC(=O)C4CC4)ccc3n2)CC1	18.1
CN(C)c1cccc(-c2cc(N3CCC(C(N)=O)CC3)ncn2)c1	2.6
Cc1ccc(NC(=O)Cc2nn(C)c(=O)c3ccccc23)cc1C	-7.0
Cn1ccc2c(C(=O)Nc3ccc(C(N)=O)cc3)cccc21	-0.1
CCC12CN(C(C)=O)CC(CC)(CN(C(C)=O)C1)C2=O	1.6
COc1ccccc1-c1cc(=O)c2cc(NC(=O)c3ccccc3F)ccc2o1	-7.9
Cc1ccc(C(=O)/C=C/c2ccc(F)c(Br)c2)o1	-6.7
CCn1cc(CNC(=O)Nc2ccc(Cl)cc2)c(C)n1	1.5
N#Cc1cccc(NC(=O)Cn2nc3c(N4CCOCC4)nc4ccccc4n3c2=O)c1	-6.7
N#Cc1ccc(/C=C/C(=O)c2ccc3c(c2)OCCO3)cc1	6.1
O=C(c1cccs1)N1N=C(c2ccc(Cl)cc2)CC1c1ccc2nccnc2c1 (centres undefined)	-14.4
COc1ccc(/C=N/NC(=O)C2CC2)cc1	8.0
Nc1c(C(=O)O)cccc1[N+](=O)[O-]	3.4
CCOC(=O)c1c(NC(=O)CC)sc2c1CCCC2=O	8.9
COc1ccc(C2=NN(C(=O)C(C)(C)C)C(c3ccc4nccnc4c3)C2)cc1 (centres undefined)	0.6
CC(=O)c1ccc(N2CCCC(C)C2)cc1 (centres undefined)	6.9
O=S(=O)(c1ccc(Oc2cccc(Br)c2)nc1)N1CCCC1	3.6
COc1ccc2c(C)c(CC(=O)NCc3ccco3)c(=O)oc2c1OC	-4.3
Cc1cccc(Nc2nc(NC3CCCC3)nc3c2cnn3-c2ccccc2)c1	13.9
CC(NC(=O)c1cc(-c2cccs2)nc2ccccc12)C(C)(C)C (centres undefined)	-3.5
O=C(CSc1nnnn1-c1ccccc1)Nc1ccccc1C(=O)O	-1.1
CCN(c1ccc(-c2csc(-c3cccs3)n2)cc1)S(C)(=O)=O	7.6
COC(=O)c1cc(NC(=O)CC23CC4CC(CC(C4)C2)C3)cc(C(=O)OC)c1	-23.3
CCCNC(=O)CNC(=O)c1cc(=O)[nH]c2ccccc12	-4.5
O=c1[nH][nH]c2c1[C@H](c1ccc(Cl)cc1)O[C@H](C1CCCC1)C2	1.3
COc1ccc(OC)c(CN2C(=O)CN(S(C)(=O)=O)CC2(C)C(=O)Nc2c(C)cccc2C)c1 (centres undefined)	-1.1
O=C(NC(C1CC1)C1CC1)C1CCCCC1	2.9
Cc1ccc(N)c(OCC(F)(F)F)c1	6.2
CCC(C)(C#N)NC(=O)Cc1cccs1 (centres undefined)	-1.5
CCOC(=O)c1[nH]c2ccc(F)cc2c1NC(=O)C1CC1	4.7
CCN(Cc1nc2cc(Cl)ccc2c(=O)[nH]1)C(=O)CNC(=O)c1ccc(F)cc1	1.1
CCC(c1nnnn1-c1ccc2c(c1)OCCO2)N1CCN(C(C)=O)CC1 (centres undefined)	-3.6

Part of the list above in order of molar mass, falling:
SMILES	LDHA inh
CCOC(=O)N1CCN(c2cc(C(=O)O)c3cc(NC(=O)C4CC4)ccc3n2)CC1	18.1
Cn1ccc2c(C(=O)Nc3ccc(C(N)=O)cc3)cccc21	-0.1
Nc1c(C(=O)O)cccc1[N+](=O)[O-]	3.4

(cont.)
SMILES	LDHA inh
COc1ccc(Nc2nc(N3CCOCC3)c3nccnc3n2)cc1OC	1.6
C=C(C)Cn1c(SC(C)C)nc2c1c(=O)[nH]c(=O)n2C	-1.9
COc1ccc(C2Nc3ccccc3C(=O)N2Cc2ccccc2)cc1Oc1ccc(NC(C)=O)cc1 (centres undefined)	7.4
Cc1c(C)[n+](=O)c2ccccc2n1[O-]	10.6
CC(O)CNc1nc2c(c(=O)n(C)c(=O)n2C)n1Cc1ccc(Cl)c(Cl)c1 (centres undefined)	-0.1
C=CCNc1oc(COc2ccc(F)cc2)nc1C#N	2.0
COc1cc(C2Nc3ccccc3C(=O)N2C2CC2)ccc1O (centres undefined)	7.4
CCN(Cc1cccs1)C(=O)NCc1ccc(F)cc1	-9.6
COc1ccc(/C=C2\CCc3ccccc3C2=O)cc1Br	7.6
CCCNC(=O)NC(=O)CN(C)Cc1ccccc1Br	8.9
CC(C)CNC(=S)Nc1cccc(Cl)c1	3.2
CNC(=O)C(C)Sc1nc(-c2ccccc2)c(-c2ccccc2)o1 (centres undefined)	-0.3
O=C1Cc2cc(S(=O)(=O)N3CCN(C(=O)Nc4ccccc4F)CC3)ccc2N1	0.9
O=C1/C(=C/c2ccsc2)CCc2ccccc21	23.8
CC(=O)N1CCC(NC(=O)Cc2nc(-c3ccccc3)oc2C)CC1	2.0
Cc1oc(-c2ccccc2)nc1CC(=O)Nc1cc(Cl)c(N)c(Cl)c1	-12.5
Cc1cc(C)c(NC(=O)c2nn(C(C)C)c(=O)c3ccccc23)c(Cl)c1	-2.0
CC(C)c1ccc(CCC(=O)NC2CC3CCC2C3)cc1 (centres undefined)	-1.8
Cc1ccc(C)c(C(=O)Nc2ccc(-c3nc4ccc(C)cc4s3)cc2)c1	-5.3
CCONC(=O)c1cc2cc(C)ccc2o1	2.6
Cc1c(-c2ccccc2)oc2c(C(=O)NCc3ccccc3CN(C)C)cccc2c1=O	5.5
Cc1ccc(S(=O)(=O)N2CCC(C(=O)Nc3nnc(-c4ccc(Cl)cc4)o3)CC2)c(C)c1	2.3
COc1cn(CC(=O)Nc2ccc(C(F)(F)F)cc2)c(CN2CCOCC2)cc1=O	2.1
CC1=C(C#N)C(c2ccccc2C(F)(F)F)C(C#N)=C(C)N1	-1.5
CCN1CCC2(CC1)N=C(SCC(=O)Nc1ccc(F)c(Cl)c1)C(c1ccccc1)=N2	-4.0
C=C(Cl)CN1CCC(CC(N)=O)CC1	3.4
COC(=O)c1cc(-c2ccc(Cl)cc2)nc2onc(C(C)C)c12	2.8
CSc1nc2c(c(=O)n(C)c(=O)n2C)n1Cc1ccc(Cl)cc1	4.0
N#Cc1ccc(/C=N/NC(=S)NCc2ccccc2)cc1	3.6
Cn1c(=O)c2nc(SCC(=O)Nc3ccc(F)c(F)c3)n(C)c2n(C)c1=O	0.2
COc1ccc(Cl)cc1NC(=O)c1ncoc1-c1ccco1	0.0
N#Cc1ccc(COc2ccc3ccccc3c2CN2CCCCC2)cc1	1.6
CC(=O)Nc1ccc(S(=O)(=O)NC(c2ccc(F)cc2)c2cccs2)cc1 (centres undefined)	9.8
CCCCOc1ccc(Oc2ccc(C#N)c(C#N)c2)cc1	0.7
CCCCNC(=O)c1nc(C2CCN(S(=O)(=O)c3ccc(C(F)(F)F)cc3)CC2)oc1-c1ccccc1	-1.0
CCC(c1nc2ccccc2[nH]1)n1c(-c2ccc3ccccc3c2)nc2ccccc21 (centres undefined)	-6.1
COc1c(CNCc2cccnc2N2CCOCC2)c(C)nn1C	-0.9
CCCCNC1C2CC3CC(C2)CC1C3 (centres undefined)	-2.3
O=C(/C=C/c1ccco1)Nc1ccc2oc(-c3cccc(F)c3)nc2c1	2.3
CN(Cc1nc2ccccc2n1C(F)F)S(=O)(=O)c1ccc(F)cc1	-0.8
CCCN1C(SCC(=O)Nc2c(C)cccc2C)=NS(=O)(=O)c2ccccc21	20.5
COCCn1c(N(C)Cc2ccccc2)nc2c1c(=O)[nH]c(=O)n2C	-2.6
c1ccc(-c2cc(-c3ccccc3)n(-c3ccccc3)n2)cc1	-0.1
CCOc1ccc(-c2cc(C(=O)O)c3cc(Br)ccc3n2)cc1	9.7&-4.9
CCOC(=O)C1=C(C)Oc2ncn3nc(-c4ccccc4O)nc3c2C1c1ccc(OC)c(OC)c1 (centres undefined)	-1.6
COc1ccc2c(c1)C=C(C(=O)Nc1ccc3ccc(=O)oc3c1)C=CO2	1.7
Cc1cc2c(cc1S(=O)(=O)N(C)CC(=O)N1CCc3ccccc31)OC(C)C(=O)N2 (centres undefined)	0.4
Fc1ccc(CN2CCc3ccccc3C2)c(Cl)c1	2.2
N#Cc1ccc(Oc2ccc(C(=O)OCC(=O)c3ccc(Cl)cc3)cc2)cc1C#N	8.6
COc1cc(C)c(NC(=O)c2ccc3c(c2)NC(=O)CCS3)cc1OC	13.3
CC(C)NC(=O)NC(=O)CN1CCCc2ccccc21	6.1
CCCCn1c(=O)[nH]c(=O)c2c1nc(CSc1nnnn1C1CC1)n2C	8.3
O=C(COC(=O)c1sc2cc(F)ccc2c1Cl)Nc1ccccc1	-8.1
Cc1ccc(SCC(=O)NCc2ccc(CS(N)(=O)=O)cc2)cc1C	13.7
COc1ccc(CNc2oc(-c3ccc(C)cc3)nc2C#N)cc1	4.1
COc1ccc(NC(=O)N2c3ccccc3Sc3ccccc32)cc1OC	5.1
CONC(=O)CC(c1ccccc1)c1ccccc1	-20.9
CC(C)Cn1nnnc1SCc1coc(-c2cccc(Cl)c2)n1	9.6
COc1ccc(C(=O)Nc2oc3ccccc3c(=O)c2-c2ccc(OC)cc2)cc1	-5.6
Cc1cccc(C)c1NC(=O)Cn1cnc2c1c(=O)n(C)c(=O)n2C	-11.6

Next compounds
SMILES	LDHA inh
CS(=O)(=O)N(CC(=O)Nc1ccc(Br)cc1)c1cccc(Cl)c1Cl	-20.5
COc1cc(OC)cc(C(=O)/C(=C\c2ccncc2)c2nc3ccccc3o2)c1	-1.0
CCCC(=O)Nc1cc(-c2nc3cc(C)ccc3o2)ccc1C	-9.9
C/C(=N\OC(=O)c1c(F)cccc1F)c1ccc(F)cc1F	7.9
Cc1ccc(CN(CC(=O)N(C)Cc2ccsc2)C2CC2)cc1	-12.6
Cc1ccc(-c2nc(NC(C)(C)CO)nc3ccccc23)cc1	-1.2
COC(=O)c1ccc(CNC(=O)c2cccc(CS(C)=O)c2)cc1 (centres undefined)	-18.4
CC1(C(=O)Nc2ccc3c(c2)OCCO3)CN(S(C)(=O)=O)CC(=O)N1CCc1ccccc1 (centres undefined)	0.7
CC1NCC[C@H](O)[C@@H]1C (some centres undefined)	7.3
Cc1cc2n(CC(O)COc3ccc(-c4ccccc4)cc3)c(=O)c3ccccc3n2n1 (centres undefined)	-5.7
CC(=O)c1c(SCC(=O)Nc2ccc(F)cc2)nc(=O)[nH]c1C	-1.9
CC(C)CN1C(=O)CSCC1(C)C(=O)Nc1ccc2c(c1)OCCO2 (centres undefined)	2.8
CC(=O)N/N=C/c1ccc(C(C)C)cc1	12.6
Cc1ccc(S(=O)(=O)N2CCCC2c2cc(C(C)C)no2)cc1C (centres undefined)	-1.5
Cc1ccc(S(=O)(=O)Nc2ccc(-c3cn4ccsc4n3)cc2)s1	6.0
CN(C)c1ccc(C(CNC(=O)/C=C/c2ccco2)c2c[nH]c3ccccc23)cc1 (centres undefined)	-1.8
COc1ccc(NS(=O)(=O)c2ccccc2C(=O)O)cc1	1.5
COc1ccc(-c2nc(C#N)c(N(C)CCC#N)o2)cc1	-1.6
COc1ccccc1/C=C/C=C1\Oc2cc(OS(C)(=O)=O)ccc2C1=O	12.0
COc1ccc(-c2c3c(=O)n(C)c(=O)n(C)c3c3n2-c2ccccc2NC3c2ccc(C#N)cc2)cc1 (centres undefined)	10.7
N#CCc1ccc(OCc2ccccc2N)cc1	4.8
COC(=O)C1=C(C)Nc2nc3ccccc3n2C1c1cccc(C)c1 (centres undefined)	-7.9
CNC(=S)NNC(=O)c1ccccc1	-2.2
Cn1c(-c2ccccc2)c(Sc2ccccc2)c2cc(-c3ccc4[nH]ccc4c3)ccc21	-3.3
Cc1cc(C)c(NC(=O)Cc2c[nH]c3ccccc23)c(Cl)c1	-11.5
CCN1CCN(C(=O)C2=CC(c3ccccc3OC)=NS(=O)(=O)N2C)CC1	-7.3
Cn1c(=O)[nH]c(=O)c2c1nc(NCc1ccccc1Cl)n2Cc1ccccc1Cl	9.6

A different layout for part of the listing above.
| SMILES | LDHA inh |
| --- | --- |
| N#Cc1ccc(C(=O)NCC(=O)OC(C(=O)Nc2cc(C(F)(F)F)ccc2Cl)c2ccccc2)cc1 (centres undefined) | -0.5 |
| CC(C)(Oc1ccc(Cl)cc1)C(=O)Nc1cc(C(C)(C)C)no1 | 2.7 |
| CC(C)COc1ccc(C(=O)Nc2cccc3cccnc23)cc1 | 4.8 |
| CC1(c2nnnn2-c2ccc3c(c2)OCCO3)CCC(=O)N1CCCN1CCOCC1 (centres undefined) | -2.8 |
| CCOC(=O)N1CCN(c2cc(C(=O)O)c3cc(NC(=O)C4CC4)ccc3n2)CC1 | 18.1 |
| CN(C)c1cccc(-c2cc(N3CCC(C(N)=O)CC3)ncn2)c1 | 2.6 |
| Cc1ccc(NC(=O)Cc2nn(C)c(=O)c3ccccc23)cc1C | -7.0 |
| Cn1ccc2c(C(=O)Nc3ccc(C(N)=O)cc3)cccc21 | -0.1 |
| CCC12CN(C(C)=O)CC(CC)(CN(C(C)=O)C1)C2=O | 1.6 |
| COc1ccccc1-c1cc(=O)c2cc(NC(=O)c3ccccc3F)ccc2o1 | -7.9 |
| Cc1ccc(C(=O)/C=C/c2ccc(F)c(Br)c2)o1 | -6.7 |
| CCn1cc(CNC(=O)Nc2ccc(Cl)cc2)c(C)n1 | 1.5 |
| N#Cc1cccc(NC(=O)Cn2nc3c(N4CCOCC4)nc4ccccc4n3c2=O)c1 | -6.7 |
| N#Cc1ccc(/C=C/C(=O)c2ccc3c(c2)OCCO3)cc1 | 6.1 |
| O=C(c1cccs1)N1N=C(c2ccc(Cl)cc2)CC1c1ccc2nccnc2c1 (centres undefined) | -14.4 |
